From PubChem BioAssay
Rv3671c protease: Rv3671c (M. tuberculosis) protease inhibition; P9WHR9; inhibition, % at 5.96 µM; 320,000 tested, 0.048% active; AID 2606; in the data active = inhibition above about 38%;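 also: extracellular domain of Rv3671c used as enzyme; 0% = enzyme with DMSO and 100% = no enzyme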
PfHsp40 rescue: restores yeast growth despite PfHsp40 toxicity. growth rescue, % at 12.5 µM. 340,000 tested, 0.68% active. S. cerevisiae expressing PfHsp40, growth rescue, ATP luminescence; in the data active = growth rescue above about 28%, passing the limit was not always enough; inconclusive = no clear call, values can overlap the other calls;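 also: yeast W303a lacking pdr1 and pdr3 grown in galactose medium; growth measured after three days at 30 °C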
TcdB inh: inhibitors of Clostridioides difficile toxin B glycohydrolase. P18177. TcdB glycohydrolase enzymatic assay, plate reader. inhibition, % at 9.99 µM. 350,000 tested, 0.24% active. AID 652162; in the data active = inhibition above about 10%
MazEF act: MazEF (E. coli) toxin RNase activation; FAM/BHQ RNA-DNA oligo cleavage fluorescence, 5 h; activation, % at 20 µM; 350,000 tested, 0.32% active; in the data active = activation above about 50%
Yp Topo-I inh: blocks Yersinia pestis topoisomerase I activity; Y. pestis Topo-I cleavage product accumulation, plate reader; activity, % at 10 µM; 360,000 tested, 0.064% active; in the data active = activity above about 50%, passing the limit was not always enough; inconclusive = no clear call, values can overlap the other calls; also: inactives centre near 2
PriA SSB inh: blocks PriA binding to SSB C-terminal tail. AID 1272365. AlphaScreen SSBct-PriA binding, biotinylated peptide. 430,000 tested, 0.6% active. inhibition, % at 33 µM; in the data active = inhibition mostly above about 37%, no sharp cut-off; inactive = mostly below about 20%;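 also: plate controls were negative control peptide for no effect and reference peptide for full effect; strong numbers were not always called active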
Vc quorum ag: quorum light induction in luxS cqsA deficient V. cholerae; 350,000 tested, 0.16% active; AID 588436; activation, % at 18.7 µM; V. cholerae BH1578 lux reporter, luminescence, 6 h; in the data active = activation mostly above about 9.7%, no sharp cut-off; inconclusive = no clear call, values can overlap the other calls; inactive = mostly below about 3.7%; also: not every result past the cut was called active; inactives centre near 0; reference of the scale not given here
Anthrax LF prot: anthrax lethal factor protease inhibition; P15917; multiplex microsphere protease cleavage assay, LF; inhibition, % at 10 µM; 360,000 tested, 0.12% active; AID 588501; in the data active = inhibition above about 30%; inconclusive = no clear call, values can overlap the other calls; also: plate controls were buffer without enzyme for full effect and enzyme alone for no effect
Target sequence (P15917 whole entry, looked up): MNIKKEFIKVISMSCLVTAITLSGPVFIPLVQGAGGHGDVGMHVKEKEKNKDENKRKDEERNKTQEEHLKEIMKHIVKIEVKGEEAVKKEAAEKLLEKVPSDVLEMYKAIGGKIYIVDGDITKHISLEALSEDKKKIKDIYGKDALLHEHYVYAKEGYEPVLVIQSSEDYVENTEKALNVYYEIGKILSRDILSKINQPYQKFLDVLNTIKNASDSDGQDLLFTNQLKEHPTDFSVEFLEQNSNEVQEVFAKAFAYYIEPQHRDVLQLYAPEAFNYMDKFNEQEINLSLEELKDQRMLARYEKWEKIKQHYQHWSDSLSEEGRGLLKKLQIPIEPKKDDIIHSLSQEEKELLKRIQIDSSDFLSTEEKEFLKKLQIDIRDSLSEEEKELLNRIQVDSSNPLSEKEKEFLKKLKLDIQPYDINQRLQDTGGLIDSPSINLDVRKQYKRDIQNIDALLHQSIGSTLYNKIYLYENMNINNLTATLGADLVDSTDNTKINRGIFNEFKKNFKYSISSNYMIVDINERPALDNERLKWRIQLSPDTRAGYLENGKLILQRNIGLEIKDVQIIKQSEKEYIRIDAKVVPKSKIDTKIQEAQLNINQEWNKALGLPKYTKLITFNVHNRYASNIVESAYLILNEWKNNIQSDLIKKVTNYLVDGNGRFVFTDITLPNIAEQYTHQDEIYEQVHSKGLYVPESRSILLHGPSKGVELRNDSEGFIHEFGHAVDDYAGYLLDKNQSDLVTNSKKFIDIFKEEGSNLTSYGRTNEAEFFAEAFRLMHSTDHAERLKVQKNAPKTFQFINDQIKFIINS
3CLpro inhibitor: SARS-CoV 3CLpro protease inhibition | P0C6X7 | recombinant SARS-CoV 3CLpro, quenched FRET peptide cleavage | inhibition, % at 6 µM | 290,000 tested, 0.14% active | AID 1706; in the data active = inhibition above about 12%
VHR inh abs: DUSP3 (human) phosphatase inhibition; 290,000 tested, 0.52% active; P51452; inhibition, % at 13.3 µM; recombinant VHR phosphatase, pNPP absorbance; AID 1654; in the data active = inhibition above about 50%; also: some compounds called inactive have numbers as strong as hits
Target sequence (P51452 whole entry, looked up): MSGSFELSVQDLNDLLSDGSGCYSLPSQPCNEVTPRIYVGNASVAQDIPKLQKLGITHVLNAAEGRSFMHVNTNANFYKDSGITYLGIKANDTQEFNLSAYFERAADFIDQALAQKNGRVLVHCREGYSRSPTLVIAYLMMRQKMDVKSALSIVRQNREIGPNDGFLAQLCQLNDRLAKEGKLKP
* hit, by the source's call; i = inactive; ? = inconclusive; . = no result given; & = joins results of further samples. Some of the compounds tested, so the mix of outcomes need not match the whole.

# | canonical_smiles | Rv3671c protease | PfHsp40 rescue | TcdB inh | MazEF act | Yp Topo-I inh | PriA SSB inh | Vc quorum ag | Anthrax LF prot | 3CLpro inhibitor | VHR inh abs
1 | COc1cc(NC(=O)Nc2cccc(Cl)c2)c(C(=O)O)cc1OC | 1 | 0.7 | -1.6 | 8 | -1 | 4 | -0.5 | 7 | 4 | -8
2 | CC(NC(=O)c1ccccc1[N+](=O)[O-])C1CC2CCC1C2 (stereo unspecified) | -4 | -2.2 | 1.5 | 7 | 0 | -2 | 2.4 | -8 | -2 | 18
3 | CCN(C(=O)COC(=O)c1ccc(Br)o1)C1CCCCC1 | 2 | -0.1 | 0.3 | -5 | -11 | -2 | i | -5 | -1 | 22
4 | O=C(O)COc1ccccc1C1C2C(=O)N(c3ccccc3)C(=O)C2ON1c1ccccc1 (stereo unspecified) | -4 | -0.3 | . | 4 | 3 | -1 | i | 1 | 2 | 0
5 | C[C@H](N)C(=O)OCc1ccc([N+](=O)[O-])cc1 | 2 | -0.5 | 1.6 | 4 | 0 | 0 | -1.1 | -7 | -2 | 5
6 | O=C(Cn1cc(C(=O)c2cccs2)c2ccccc21)NC1CCCCC1 | -2 | 0.2 | . | 2 | 3 | 4 | -0.2 | ? | 2 | 46
7 | COc1ccccc1CNC(=O)COC(=O)CCC(=O)c1cccs1 | 0 | -0.5 | 3.2 | -19 | 7 | 1 | -0.3 | -3 | -1 | 21
8 | CN(C(=O)c1ccc(NC(=O)C2CCCN(C(=O)OC(C)(C)C)C2)cc1)C1CCCCC1 (stereo unspecified) | -1 | 1.8 | 0.3 | 8 | 20 | -4 | 0.2 | 1 | . | .
9 | Cc1cc(/C=C2\SC(=S)N(C)C2=O)c(C)n1-c1cccc(O)c1 | 2 | ? | 0.9 | -28 | -8 | 2 | -0.1 | 3 | 5 | 2
10 | CN(C)CCNc1oc(-c2ccccc2F)nc1C#N | 1 | -0.8 | 1.4 | 3 | 5 | 0 | -0.2 | -9 | -4 | 19
11 | Cc1ccc(NC(=O)C(=O)c2ccc(C)cc2)cc1 | -5 | 1.8 | 1.2 | 3 | 6 | -14 | -0.4 | 2 | 1 | 6
12 | Cc1cc(C)n(C(=O)CCCCCCCCC(=O)n2nc(C)cc2C)n1 | 5 | 2.9 | . | -3 | 2 | -6&-6 | i | 0 | -1 | 48
13 | N#CC(=C=[N-])c1nc2ccccc2nc1-[n+]1ccccc1 | -3&4 | -0.9&-1.9 | 2.2 | -11&0 | 2&-4 | 1 | -0.2&-0.2 | -1&-5 | 9&-5 | 13&-2
14 | COc1ccc(S(=O)(=O)N(C)CC(=O)Nc2ccc(F)cc2)cc1 | -2 | 0.1 | -2.8 | 0 | -9 | -22 | -0.3 | -1 | -3 | 7
15 | CCOC(=O)C1=C(c2ccccc2)NC(=O)NC1c1ccc(O)c(Cl)c1 (stereo unspecified) | -2 | -0.3 | 0.7 | -1 | 1 | 10 | -0.2 | -2 | 4 | 5
16 | CCOC(=O)c1[nH]c(C)c(C(=O)Nc2ccc(C)c(F)c2)c1C | -3 | -0.2 | 1.4 | -14 | 8 | 2 | 2.8 | -4 | 3 | -16
17 | CC(C)Cn1c2ccccc2c2cc(C(=O)O)ccc21 | 6 | -1.0 | . | 1 | -1 | -2 | -0.4 | -1 | 8 | 8
18 | Cc1ccc(Sc2c([N+](=O)[O-])c(=O)n(C)c3ccccc23)cc1 | -6 | 0.8 | -0.1 | 3 | 2 | -2 | -0.3 | -6 | 2 | 4
19 | COc1ccccc1NC(=O)c1ccc2c(c1)N(CC(=O)NC(C)C)C(=O)C(C)(C)O2 | 1 | -0.1 | 0.9 | 10 | -4 | -7 | -0.5 | 0 | 0 | 12
20 | COc1ccc(NC(=O)c2cccc3c(-c4cccnc4)coc23)cc1 | . | . | 0.9 | . | 24 | . | -0.2 | 0 | . | .
21 | CN(CCNC(=O)C1CCCN(c2ncnc3c2nc2n3CCCCC2)C1)Cc1ccccc1 (stereo unspecified) | 1 | -0.2 | 1.7 | -4 | 16 | -12 | -0.4 | -3 | 0 | 7
22 | C/C(Cn1nnc([N+](=O)[O-])n1)=N\NC(=O)c1ccccc1 | 12 | 2.8 | -1.8 | -7 | -9 | . | i | 0 | -3 | 21
23 | CC(=O)c1c(C)n(CCc2ccc(Cl)cc2)c2ccc(O)cc12 | -3 | 10 | -0.3 | 4 | 2 | -20 | 0.4 | 20 | -1 | 38
24 | CC1(C(=O)Nc2ccc(Cl)cc2)Cc2c(-c3cccc(C(N)=O)c3)ccnc2O1 (stereo unspecified) | . | . | 3.1 | . | 2 | . | i | -2 | . | .
25 | CN(Cc1ccccc1)C(=O)CN(Cc1ccccc1)S(C)(=O)=O | -3 | -0.1 | . | 1 | 8 | -13 | i | 2 | -2 | -5
26 | O=C(COC(=O)/C=C/c1ccccc1)Nc1nnc(-c2ccccc2)o1 | -1 | 9.3 | 0.8 | 0 | 19 | -4 | -0.7 | -5 | . | .
27 | FC(F)(F)c1nc(SCc2ccccc2)n[nH]1 | -2 | -1.4 | 1.0 | -5 | 0 | 3 | -0.5 | 11 | . | .
28 | CCOc1ccc(CC(=O)NNC(=S)Nc2ccccc2)cc1Br | 6 | 8.7 | . | -4 | 2 | 1 | 3.4 | -2 | 1 | -2
29 | COc1ccc(CN2C3CCCC2CC(NC(=O)Nc2cccc(C)c2)C3)cc1 (stereo unspecified) | 1 | 1.6 | . | 24 | -8 | 4 | -6.2 | 2 | -8 | 13
30 | COc1cc(CN2C[C@@H](CO)O[C@@H](n3cnc4c(N5CCN(C)CC5)ncnc43)C2)cc(OC)c1OC | . | . | 0.3 | . | -3 | . | -0.7 | -4 | . | .
31 | O=C(c1ccc(S(=O)(=O)c2ccc(Cl)cc2)cc1)N1CCOCC1 | -2 | 0.1 | -0.9 | 8 | 5 | -2 | -0.5 | 4 | 2 | 16
32 | Cc1ccc(S(=O)(=O)c2c(CO)c(-c3ccccc3)nn2C)cc1 | -5 | -1.0 | 1.2 | -2 | 15 | -26 | -1.2 | 1 | 2 | 14
33 | COc1ccc(-c2nc3cc(C)ccn3c2NC2CCCCC2)cc1SC1CCCCC1 | 1 | 8.7 | -0.5&1.5 | -54 | 7 | 19 | i | -7&-21 | . | .
34 | Cc1ccc(-c2c3c(=O)n(C)c(=O)n(C)c3cn2CCCN2CCOCC2)cc1 | 1 | -1.7 | . | 14 | 6 | -5 | . | 2 | 0 | 17
35 | Cc1cc(C(=O)CSc2nncs2)c(C)n1-c1ccc2c(c1)OCO2 | -11 | 0.2 | . | 9 | 35 | 9 | i | 4 | 4 | 9
36 | Cn1c(NCCN2CCCC2)nc2cc(-c3ccsc3)sc2c1=O | . | . | -2.0 | . | 5 | . | -0.2 | -2 | . | .
37 | CCC1SC(C)C/C(=N/NC(N)=O)C1C (stereo unspecified) | 0 | -1.2 | -1.8 | -6 | -6 | . | -0.2 | 2 | 1 | 25
38 | O=C(O)c1c2c(nc3ccccc13)/C(=C/c1ccc(OC(F)F)cc1)CCC2 | -3 | 0.3 | 1.0 | -2 | 3 | -2 | -4.8 | 15 | -3 | 12
39 | N#C/C(=C/c1ccc(F)cc1)S(=O)(=O)c1ccccc1 | 8 | 0.2 | 7.0 | 7 | -1 | -7 | -0.5 | 6 | 3 | 4
40 | COc1cc2ccc(=O)oc2cc1O | -4 | -1.1 | 3.4 | -2 | -6 | 0 | -0.5 | -7 | . | .
41 | Cc1nnc(SCC(=O)NC(C)(C)C)n1NCc1ccc(N(C)C)cc1 | 5 | -1.8 | -2.0 | -1 | -2 | -7 | -0.2 | -6 | -1 | 2
42 | Cc1cc(C)nc(CCNC(=O)c2cc(COc3c(C)cccc3C)on2)n1 | -3 | 0.3 | 1.0 | -4 | 16 | -16 | i | -1 | 1 | 26
43 | Cc1cc([N+](=O)[O-])cc(/C=N\NC(=O)C2COc3ccccc3O2)c1O (stereo unspecified) | 24 | 0.2 | 0.0 | -4 | -9 | . | i | -2 | 0 | 9
44 | COc1ccc(C(=O)NC(=S)N2CCOCC2)cc1OC | 1 | -0.2 | 1.3 | 4 | -5 | -15 | -0.9 | -4 | 8 | 3
45 | COc1ccc(NC(=O)CN(C)C(=O)c2cccc3ccccc23)cc1 | -12 | 0.7 | 1.3 | -7 | 7 | -3 | 2.6 | -6 | . | .
46 | COC(=O)c1ccc(CNC(=O)C23CC4CC(CC(C4)C2)C3)cc1 | -5 | 0.3 | 1.2 | -24 | 6 | -12 | -0.1 | -2 | -4 | 6
47 | CC(=O)N1CCC(c2c[nH]c3ccccc23)CC1 | 2 | 5.3 | 0.5 | 0 | -2 | -7 | i | . | -1 | -5
48 | O=C(O)C1CSC(c2ccccc2Cl)N1C(=O)c1ccc(Cl)cc1 (stereo unspecified) | -10 | -0.5 | . | -13 | 4 | -11 | -0.6 | 0 | 4 | 4
49 | CC(=O)Nc1ccc(S(=O)(=O)N(C)CC(=O)OC(C)C(=O)NC2CCCC2)cc1 (stereo unspecified) | 2 | -0.3 | -0.4 | 3 | 1 | -1 | i | -2 | -2 | 10
50 | CCOC(=O)C1=C(SCC)c2cc3c(n2C1=O)CCCC3 | 8 | 0.2 | . | 5 | -5 | -14 | . | -8 | 2 | 16
51 | O=C1c2cccc3cccc(c23)C(=O)N1CCCN(C(=O)c1cccs1)c1cccc(F)c1 | -7 | 1.2 | . | -4 | 25 | -8 | i | 0 | 0 | -2
52 | COc1ccc(Cl)cc1NS(=O)(=O)c1cccc(C(=O)NCC2CCCO2)c1 (stereo unspecified) | 1 | 2.6 | 0.7 | -1 | 7 | -4 | -0.1 | 2 | -1 | 20
53 | Cc1cc(C)cc(NC(=O)c2cc(C)nn2C)c1 | -7 | -0.7 | . | 4 | -3 | -8 | i | -2 | -3 | -20
54 | CCN(Cc1ccncc1)Cc1ccc(OC)cc1OC | 2 | 0.0 | 1.0 | -13 | 0 | -15 | -0.1 | -1 | -6 | 4
55 | Cc1ccc2c(c1)NCCO2 | 0 | 0.0 | . | -6 | -11 | 16 | i | -6 | 3 | 15
56 | CCN(CC)S(=O)(=O)c1ccc(OC)c(NC(=O)COc2ccccc2[N+](=O)[O-])c1 | -6 | 0.9 | 0.1 | -11 | -1 | 5 | i | 2 | -1 | -1
57 | C=CCNC(=O)N[C@@H](Cc1ccccc1)C(=O)OC | 8 | -1.0 | 1.5 | 14 | -8 | -10 | -1.0 | 7 | 0 | -3
58 | C[C@@H]1C[C@H](Nc2ccccc2)c2ccccc2N1C(=O)c1cccnc1 | 3 | -0.3 | . | 2 | 1 | -2 | 4.3 | 7 | -3 | -10
59 | O=C(NCc1ccc(F)cc1)C1CCCN(S(=O)(=O)c2cccnc2)C1 (stereo unspecified) | 2 | -1.0 | . | 3 | 10 | 1 | i | -1 | -1 | -7
60 | O=C1CN(C(=O)COc2ncnc3ccccc23)c2ccccc2N1 | 0 | -0.2 | . | 3 | 3 | -20 | 0.7 | 0 | -2 | 0
61 | COc1ccc(NC(=O)c2ccc(-c3ccc(OC)cc3)s2)cc1 | -2 | -2.0 | 0.7 | 5 | -3 | -3 | -0.3 | -1 | -2 | 9

Limited to Rv3671c protease, for 3 of the compounds above:
| entry | smiles | Rv3671c protease |
| --- | --- | --- |
| 46 | COC(=O)c1ccc(CNC(=O)C23CC4CC(CC(C4)C2)C3)cc1 | -5 |
| 47 | CC(=O)N1CCC(c2c[nH]c3ccccc23)CC1 | 2 |
| 48 | O=C(O)C1CSC(c2ccccc2Cl)N1C(=O)c1ccc(Cl)cc1 (stereo unspecified) | -10 |
